# Screening data: PubChem BioAssay, several laboratories
# Tat export inh – E. coli Tat export inhibitors, primary screen, MC4100, TorA-mCherry reporter, fluorescence, single point | actives 0.036% (n = 340,000) | inhibition, % at 10 µM | AID 488895, 2010;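 active = mean replicate inhibition at least 50% and at least half of replicates individually reaching 50%; inconclusive = only one of the two criteria met; inactive = neither criterion met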;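 also: exported cargo escapes ClpAP degradation while cytoplasmic cargo is degraded and loses fluorescence; 0% = median of neutral control wells and 100% = median of NaSCN control wells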
# V-ATPase pHluor – regulators of yeast V-ATPase proton pumping, primary screen, pHLuorin cytosolic pH fluorescence; S. cerevisiae; response, % at 10 µM; actives 0.37% (n = 350,000); AID 504577, 2011; in the data active = response mostly above about 7.3%, no sharp cut-off; inactive = mostly below about 5.4%; also: actives read high; inactives centre near 0; some compounds called inactive have numbers as strong as hits; reference of the scale not given here
# CDK5 inh – inhibitors of human CDK5/p35 kinase, primary screen, biochemical, single concentration; Cyclin-dependent kinase 5 (Homo sapiens) + Cyclin-dependent kinase 5 activator 1 (Homo …; inhibition, % at 10 µM; actives 0.01% (n = 330,000); AID 488839, 2010; Recombinant CDK5/p35, ADP-Glo luminescence, 60 min;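 active = highest replicate inhibition of at least 50% and at least 75% of replicates reaching 50%; inconclusive = only one of the two criteria met; inactive = both criteria failed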;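 also: plate controls were DMSO neutral control for no effect and GW8510 at 10 µM for full effect; many of its hits are not listed in these tables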
# Target sequence (Q00535 whole entry, looked up): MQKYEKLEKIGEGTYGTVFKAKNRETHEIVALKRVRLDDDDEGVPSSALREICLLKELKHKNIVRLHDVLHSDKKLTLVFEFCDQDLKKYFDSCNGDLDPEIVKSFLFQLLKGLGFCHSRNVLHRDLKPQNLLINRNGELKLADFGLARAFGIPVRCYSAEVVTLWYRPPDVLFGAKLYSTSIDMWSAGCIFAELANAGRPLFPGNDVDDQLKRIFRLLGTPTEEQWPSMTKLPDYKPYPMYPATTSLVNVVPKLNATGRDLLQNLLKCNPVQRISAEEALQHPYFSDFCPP
# Target sequence (Q15078 whole entry, looked up): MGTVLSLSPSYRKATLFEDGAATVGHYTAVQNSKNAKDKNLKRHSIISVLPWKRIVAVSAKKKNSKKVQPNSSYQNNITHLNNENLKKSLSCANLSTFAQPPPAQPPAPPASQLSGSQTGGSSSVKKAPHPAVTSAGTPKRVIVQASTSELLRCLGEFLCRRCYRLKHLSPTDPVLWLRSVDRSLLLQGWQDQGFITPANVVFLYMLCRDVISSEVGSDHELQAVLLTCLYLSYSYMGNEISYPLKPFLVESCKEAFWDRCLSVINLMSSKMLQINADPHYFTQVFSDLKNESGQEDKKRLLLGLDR
# RTF Ca sens act – cardiac RTF calcium sensitivity activators, primary screen, biochemical, IANBD-TnC fluorescence, EC20 calcium | activation, % at 7.2 µM | actives 0.24% (n = 340,000) | IANBD-labeled TnC RTF fluorescence at EC20 calcium; 0% EC20 calcium, 100% full calcium | AID 493008, 2010;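 active = activation above the mean over all tested compounds plus 3 SD, cut at about 30% in these data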;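 also: rise in fluorescence read as greater calcium sensitivity of cardiac thin filaments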
# CAL PDZ FP-1 – untagged CAL PDZ binding inhibitors, primary screen, biochemical, fluorescence polarization, HTS. Golgi-associated PDZ and coiled-coil motif-containing protein (Homo sapiens), Q9HD26. purified CAL PDZ, TMR-peptide fluorescence polarization, 1 h. inhibition, % at 24.9 µM. actives 0.92% (n = 300,000). AID 602252, 2012;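 active = mean inhibition of at least 30% with at least half of replicates also reaching 30%; inconclusive = no clear call, values can overlap the other calls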;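 also: 0% = DMSO neutral control and 100% = excess unlabeled competitor peptide PRC23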
# CAL PDZ FP-2 – CAL PDZ peptide-binding inhibitors, primary screen, biochemical, fluorescence polarization, Cer-tagged CAL PDZ, HTS; Golgi-associated PDZ and coiled-coil motif-containing protein (Homo sapiens), Q9HD26; purified CAL PDZ, TMR-peptide fluorescence polarization, 1 h; inhibition, % at 20 µM; AID 504414, 2011; actives 0.02% (n = 330,000);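 active = highest replicate inhibition of at least 40%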;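 also: plate controls were DMSO neutral control wells for no effect and unlabeled competitor peptide control wells for full effect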
#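 Assay system – tagged CAL PDZ protein CerCALP, purified · Timing – 1 h at RT · Compound – single point, 20 µM · Measured by – fluorescence polarization from S- and P-plane intensities, G-factor corrected · Evaluation – inhibition from polarization loss · Probe or stimulus – TMR reporter peptide T*-PRC34 · Buffer or medium – pH 7.4 phosphate-saline buffer, reducing agent, detergent, IgG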
# MITF act – activators of MITF-driven TRPM1 promoter reporter, primary screen, cell-based, SK-MEL-5, luciferase, single point; activation, % at 12.5 µM; actives 0.75% (n = 300,000); SK-MEL-5 TRPM1-promoter luciferase, 24 h; % of positive control, neutral wells = 0;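 active = mean activation of at least 80% with every replicate also reaching 80%; inconclusive = mean reaches 80% but some replicate falls short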;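 also: 0% = neutral control wells and 100% = parthenolide positive control wells; values of inactives mirror those of a sister screen read the other way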
# Wnt act – Wnt/beta-catenin pathway activators, primary screen, cell-based, plate reader, single point; Wnt/beta-catenin reporter cell assay, activator; activation, % at 9.35 µM; actives 1.2% (n = 300,000); AID 743398, 2014; in the data active = activation above about 30%, passing the limit was not always enough; inconclusive = no clear call, values can overlap the other calls;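 also: 0% = neutral control wells and 100% = positive control wells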
# dFosB act – activators of delta FosB homodimer, primary screen, biochemical, fluorescence polarization, TAMRA-CDK5 oligo, single point. Protein FosB (Mus musculus), P13346. purified delta FosB; percent of positive-control signal above neutral wells. activation, % at 25 µM. actives 0.99% (n = 340,000). AID 493131, 2011;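 active = mean activation above about 17%, with every replicate also reaching it, limit read from the data, passing the limit was not always enough; inconclusive = only one of the two conditions met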;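 also: fluorescence polarization rise as delta FosB binds a TAMRA Cdk5 AP-1 oligo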
# Rtt109 Vps75 – inhibitors of C. albicans Rtt109/Vps75 HAT, primary screen, biochemical, ThioGlo CoA-SH fluorescence, plate reader; purified Rtt109/Vps75, 4 h; inhibition, % at 34.9 µM; actives 0.16% (n = 330,000); AID 540336, 2011;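 active = inhibition of at least 50% in every replicate; inconclusive = best replicate reaches 50% inhibition but some replicates fall short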
# Target sequence (Q5AAJ8 whole entry, looked up): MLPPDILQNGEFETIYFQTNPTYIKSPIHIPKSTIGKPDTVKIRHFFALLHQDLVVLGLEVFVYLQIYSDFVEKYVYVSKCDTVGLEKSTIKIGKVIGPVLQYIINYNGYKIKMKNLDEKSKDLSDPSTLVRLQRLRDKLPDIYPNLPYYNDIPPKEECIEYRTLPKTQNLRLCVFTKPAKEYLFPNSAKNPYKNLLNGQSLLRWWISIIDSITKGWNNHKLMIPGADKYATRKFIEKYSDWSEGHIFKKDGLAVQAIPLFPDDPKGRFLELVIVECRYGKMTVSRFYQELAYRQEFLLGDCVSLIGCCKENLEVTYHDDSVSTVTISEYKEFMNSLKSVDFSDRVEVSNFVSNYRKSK
# The depositor's hits bear a star; ? = inconclusive; . = not tested or not shown.
SMILES,Tat export inh,V-ATPase pHluor,CDK5 inh,RTF Ca sens act,CAL PDZ FP-1,CAL PDZ FP-2,MITF act,Wnt act,dFosB act,Rtt109 Vps75
O=C(COc1ccc(F)cc1)N(Cc1cccc(Br)c1)C1CCS(=O)(=O)C1 (stereo not given),-1.9,2.6,0.3,1.2,0.8,-1.6,2.8,-0.3,-10.8,2.8
CC(=O)c1c(C)nc(-c2ccc(OCC(=O)Nc3ccc(F)cc3)cc2)n1O,-8.1,-0.6,1.0,1.3,.,-0.3,0.1,-2.5,-7.6,-3.1
CCCOC(=O)c1ccc(Nc2nc(C)cc(=O)[nH]2)cc1,-6.1,1.9,1.4,-2.8,-3.1,-2.2,-12.2,.,-7.9,3.4
COc1ccc(-n2c(C)cc(C(=O)CN3C(=O)NC4(CCCc5sccc54)C3=O)c2C)cc1 (stereo not given),-6.4,10.4*,-0.4,0.9,-1.4,-1.9,15.8,0.2,-11.0,-4.0
O=C(NCc1ccc(Cl)cc1)c1cccc(NC2=NC3CS(=O)(=O)CC3S2)c1 (stereo not given),?,-0.8,1.7,-2.4,-3.2,-1.2,.,-1.1,1.7,-4.2
C/C(=N/NC(=O)c1ccco1)c1ccc(NC(=O)c2ccc(F)cc2)cc1,-4.0,3.2,-0.1,-2.5,-3.3,-1.6,54.3,48.4*,1.6,-12.4
CCS(=O)(=O)c1ccc(O)c(NC(=O)Nc2ccccc2)c1,-5.6,-2.1,-0.3,-1.7,-4.0,-1.9,-6.0,.,-2.9,14.7
Cc1cc2nc3c(nc2cc1C)C1(C(=O)N(C)C)CCC3(C)C1(C)C (stereo not given),1.5,-1.5,-0.4,2.8,-6.1,-0.4,.,.,-1.8,3.7
O=C(CN1C(=O)c2cccc([N+](=O)[O-])c2C1=O)N1CCN(S(=O)(=O)c2ccccc2)CC1,-3.5,-5.1,-0.2,-7.0,.,0.2,4.3,0.5,-4.6,-3.7
Cc1csc(NC(=O)c2ccc(S(C)(=O)=O)cc2)n1,1.1,-3.0,-2.7,-1.2,2.1,0.2,38.1,21.5,-9.2,3.0
CCCNC(=O)CSc1n[nH]c(=O)n1CCc1ccccc1,-6.4,-2.1,-0.4,1.1,5.6,-0.5,12.7,-1.1,4.5,-4.4
Cc1ccc(N(CC(=O)Nc2cc(C)cc(C)c2)S(=O)(=O)c2c(C)noc2C)cc1,12.8,0.1,1.2,-1.3,-0.6,-2.6,-23.1,-2.4,5.8,2.9
CCOC(=O)C(C)n1nc(C)c2sc3ccccc3c2c1=O (stereo not given),0.5,-3.8,0.0,3.3,-1.1,-1.7,-5.6,.,-8.6,-5.5
Cc1ccccc1OC(C)C(=O)N1CCN(c2ccccn2)CC1 (stereo not given),-2.7,-3.7,1.0,-3.7,-2.2,-2.4,-3.1,-1.7,1.3,-0.1
COc1ccc(CN=CC2=C(O)CNC2=O)cc1OC,3.8,0.0,0.6,-4.2,-3.8,-0.9,-4.7,-1.1,-3.5,-8.0
O=C(OCc1ccccc1F)c1cnc(Cl)c(Cl)c1,11.1,4.5,1.0,-2.6,-2.3,-0.7,4.7,0.6,-5.0,-2.7
COCCNC(=O)c1cccc(OC2CCN(Cc3ccccc3OC(F)F)CC2)c1,17.6,0.3,0.2,4.5,-4.7,-0.3,-8.9,-0.2,-7.0,-1.8
COc1ccccc1CCNC(=O)CSc1nnc2ccc(-c3ccncc3)nn12,-6.8,4.8,0.5,-2.8,-1.3,-2.4,-0.9,4.2,-1.0,31.3
COc1cccc(C(=O)Nc2nnc(CCS(=O)(=O)c3ccc(C)cc3)s2)c1,9.0,6.4,-0.5,1.1,-3.3,0.9,-17.8,8.1,-4.9,2.6
O=C(CSc1nnc(-c2ccc3c(c2)OCO3)o1)Nc1ncc(C(F)(F)F)cc1Cl,-7.5,-2.3,1.3,-1.4,-4.2,-1.9,8.0,0.6,-17.3,0.4
O=C(CSc1nnc(-c2cccc(S(=O)(=O)N3CCCCC3)c2)o1)NCCC1=CCCCC1,-2.5,4.6,-0.5,-5.2,-1.3,-0.7,-5.7,-3.4,-7.7,7.5
CCN1CCc2c(sc(NC(=O)c3ccc(S(=O)(=O)N(C)CC4CCCO4)cc3)c2C(N)=O)C1 (stereo not given),5.9,4.2,-2.0,-3.4,-2.8,-2.6,4.4,-1.3,-18.2,18.7
CCN(CC)S(=O)(=O)c1ccc(NC2CCCc3ccccc32)nc1 (stereo not given),7.8,4.8,0.1,-2.9,-3.2,0.8,-4.5,-5.2,-1.5,-3.8
CC1CCN(C(=O)CN2C(=O)C(=O)N(C(C)C)C2=O)c2ccccc2S1 (stereo not given),9.9,7.1,-4.0,5.1,.,1.0,1.4,4.8,-1.1,-1.9

# Printed as active in V-ATPase pHluor, among the entries above:
SMILES,Tat export inh,V-ATPase pHluor,CDK5 inh,RTF Ca sens act,CAL PDZ FP-1,CAL PDZ FP-2,MITF act,Wnt act,dFosB act,Rtt109 Vps75
COc1ccc(-n2c(C)cc(C(=O)CN3C(=O)NC4(CCCc5sccc54)C3=O)c2C)cc1 (stereo not given),-6.4,10.4*,-0.4,0.9,-1.4,-1.9,15.8,0.2,-11.0,-4.0

# Later entries
SMILES,Tat export inh,V-ATPase pHluor,CDK5 inh,RTF Ca sens act,CAL PDZ FP-1,CAL PDZ FP-2,MITF act,Wnt act,dFosB act,Rtt109 Vps75
O=C(Cn1c(=S)[nH]c2ccccc2c1=O)N1CCc2ccccc2C1,-17.1,1.8,-0.4,-4.4,-2.7,0.6,-3.3,-1.9,-3.3,-1.6
CCN1CCN(CCNC(=O)c2ccc3c(c2)NC(=O)/C(=C\c2ccc(OC)c(OC)c2)S3)CC1,-2.6,2.4,17.0,-4.0,55.5*,3.4,-2.2,-0.5,?,?
COc1ccccc1C(CNC(=O)c1ccc(C)c(S(=O)(=O)N2CCCCC2)c1)N1CCCC1 (stereo not given),1.6,-4.4,-1.3,-4.9,.,-0.4,-3.3,-4.2,-3.2,1.0
Cc1cc(C(=O)N/N=C/c2ccc(N(C)C)o2)cs1,-0.3,1.5,2.2,0.6,-0.5,-1.6,-6.0,-3.1,-18.9,17.6
CCOC(=O)n1c(=O)n(Cc2ccc(Cl)cc2Cl)c2ccccc21,11.3,0.3,-0.3,3.0,-0.7,-1.1,4.9,.,-8.5,1.1
COCCN(C(=S)Nc1cc(C)ccc1C)C(C)c1cccnc1 (stereo not given),-3.2,1.1,2.3,3.6,-4.2,-2.5,15.7,-2.6,-9.3,-3.2
COc1ccc(C2Nc3ccccc3C(=O)N2c2ccccc2)cc1COc1ccccn1 (stereo not given),-2.0,2.7,-2.4,-2.8,-2.9,-3.0,13.1,-1.8,-12.0,-73.2
Cc1ccnc(NC(=O)c2cc(S(=O)(=O)NCc3ccccc3)ccc2C)c1,-6.6,-0.5,0.7,6.0,-4.2,0.7,-9.8,-4.2,-3.4,5.6
O=c1[nH]c2cc(Cl)c(Cl)cc2o1,-8.1,5.0,-2.2,-1.3,-5.3,0.0,-4.3,-2.7,9.8,-3.9
Cc1cccc(C)c1N=Cc1c(C(F)(F)F)[nH][nH]c1=O,1.8,1.2,-0.1,5.4,-3.4,-2.2,21.4,-0.6,-6.7,-7.1
CC(=O)Nc1ccc(S(=O)(=O)N(C)CC(=O)N(C)Cc2sccc2C)cc1,1.2,3.8,-4.7,4.2,-3.2,-3.1,8.0,1.0,-4.3,2.0
COc1ccc(NC(=O)CC2SC(N3CCOCC3)=NC2=O)c(OC)c1 (stereo not given),0.3,-0.2,0.0,-2.5,-5.1,2.2,6.9,-2.8,7.8,5.6
O=c1cc(CSc2nc(NCc3ccc(Cl)cc3)c3ccccc3n2)nc2ccc(Cl)cn12,1.6,-59.1,-0.1,-0.3,-1.3,-1.7,2.3,-0.4,-4.5,-7.8
O=C1c2ccccc2C(Nc2ccc3c(c2)OCO3)N1Cc1ccc2c(c1)OCO2 (stereo not given),3.0,3.4,-1.1,1.1,.,-0.9,18.6,3.5,-8.0,-12.1
CCCCNC(=O)C1CCN(c2nc(C)cc(C)n2)CC1,-8.4,-0.1,-0.9,3.6,-1.4,-1.9,5.5,0.9,-0.2,0.4
Cc1ccc(S(=O)(=O)N(C)c2ccc(OCC(=O)OCc3nnc(-c4ccccc4)o3)cc2)cc1,-5.8,-1.8,0.1,-1.2,-1.9,0.7,-7.8,-1.1,-4.6,-5.4
O=C(NC1CCCCC1)N(Cc1cc2cc3c(cc2[nH]c1=O)OCCO3)C1CCCCC1,-12.3,2.6,-0.1,-2.5,.,-2.3,-1.2,.,6.7,-2.1
CCOc1ccccc1CNC(=O)C1CCCN(c2ncnc3c2nc2n3CCCCC2)C1 (stereo not given),-6.5,1.0,-0.3,2.1,-0.9,-0.3,-9.0,.,-22.1,17.2
CN1C(=O)c2ccccc2N(C)C1c1ccc2c(c1)OCO2 (stereo not given),-1.1,-2.5,1.1,1.2,-5.5,-0.3,.,-1.6,5.2,-64.7
CC(=O)NS(=O)(=O)c1ccc(N/C(N)=N/c2nc(C)cc(C)n2)cc1,4.4,-2.0,0.3,1.3,.,-1.1,13.8,1.3,-13.8,4.8
CC1=C(C(=O)OC(C)(C)C)C(c2ccc3ccccc3c2)NC(=O)N1C (stereo not given),6.5,2.1,1.2,1.6,.,-1.1,-2.1,1.0,-9.1,-1.6
O=C(/C=C/c1cccs1)NCc1cccnc1,2.7,0.6,1.9,3.6,-3.8,-0.8,13.4,1.1,0.8,8.9
COc1ccc(C(=O)Nc2c(N)nc(SCC(=O)Nc3ccc(NC(C)=O)cc3)[nH]c2=O)cc1,-11.1,-4.8,-3.4,-2.0,-0.6,-0.5,1.5,-1.5,8.2,5.9
Cc1cccc(C)c1NC(=O)CN(C)C(=O)Cc1cccc(C(F)(F)F)c1,20.9,3.9,-11.4,-3.0,0.9,-1.5,10.3,-2.9,-6.0,-11.6
COc1ccc(C2N(S(=O)(=O)c3ccc(C)cc3)CCN2S(=O)(=O)c2ccc(C)cc2)cc1,2.3,4.8,1.4,1.6,-2.1,-1.7,.,.,-2.9,-6.4
